Compound activity from PubChem BioAssay.
TDP2 inh: blocks human TDP2 phosphodiesterase activity; O95551; recombinant TDP2, T5PNP hydrolysis, p-nitrophenol absorbance 415 nm; inhibition, % at 12.8 µM; actives 0.34% (n = 370,000);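 active means inhibition above the mean of all tested compounds plus 3 SD, set per campaign, cut at about 25% in these data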;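 further: 0% = DMSO with enzyme and 100% = buffer with substrate but no TDP2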
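Evaluation: % inhibition relative to enzyme-containing and enzyme-free wells. Material: recombinant human TDP2. Benchmarks: enzyme-free and DMSO wells. Timing: enzyme reaction with compound for 2 h at 37 °C. Compound dosing: 12.8 µM only. Measured by: p-Nitrophenol epi absorbance. Reagent: T5PNP substrate at 5 mM, a TopII-DNA adduct mimic. Replication: single well per compound.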
NR1D1 modulator: Rev-erb alpha (human) modulation | P20393 | Rev-erbα–FITC-DNA binding, fluorescence polarization, 90 min | activity, % at 10 µM | actives 0.79% (n = 370,000);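 active means activity above about 14%, limit read from the data; passing the limit was not always enough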;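 further: 0% = DMSO wells with 35 nM protein and 100% = DMSO wells with 750 nM protein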
SIAE primary: inhibitors of human sialic acid acetylesterase SIAE; Q9HAT2; SIAE FP-Rh probe binding, fluorescence polarization; inhibition, % at 9.66 µM; actives 0.69% (n = 370,000); AID 1053197;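 active means inhibition above a cutoff: mean of compounds within the control limits plus 3 SD of those, cut at about 17% in these data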;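 further: 0% = plate median of compound wells and 100% = probe without SIAE protein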
Target sequence (Q9HAT2 whole entry, looked up): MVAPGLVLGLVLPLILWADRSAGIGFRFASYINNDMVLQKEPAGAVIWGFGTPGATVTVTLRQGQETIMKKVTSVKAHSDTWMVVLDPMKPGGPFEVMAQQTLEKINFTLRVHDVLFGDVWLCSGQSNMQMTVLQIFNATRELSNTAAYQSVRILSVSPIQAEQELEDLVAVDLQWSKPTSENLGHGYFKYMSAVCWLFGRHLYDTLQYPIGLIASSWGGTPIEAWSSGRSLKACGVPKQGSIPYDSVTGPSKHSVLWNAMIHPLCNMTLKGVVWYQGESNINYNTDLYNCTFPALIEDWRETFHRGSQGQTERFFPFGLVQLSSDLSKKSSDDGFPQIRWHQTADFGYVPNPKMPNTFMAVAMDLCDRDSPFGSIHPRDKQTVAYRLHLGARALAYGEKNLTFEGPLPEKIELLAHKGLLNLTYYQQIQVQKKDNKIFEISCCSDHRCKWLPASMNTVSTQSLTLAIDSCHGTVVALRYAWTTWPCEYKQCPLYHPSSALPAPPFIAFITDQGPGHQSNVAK
LEDGF integ inh: blocks HIV-1 LEDGF/p75-dependent DNA integration. actives 0.64% (n = 370,000). AID 743269. TR-FRET IN-LEDGF/p75 DNA integration, Eu/Cy5. inhibition, % at 3.7 µM;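 active means inhibition above the screen-wide mean plus 3 SD, cut at about 13% in these data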;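 further: signal is the Cy5 over europium emission ratio at 671 and 618 nm; 0% = plate median of compound wells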
TCR-CD3 inh: blocks the human TCR-CD3 interaction; AID 651800; actives 0.37% (n = 360,000); inhibition, % at 9.4 µM; TAMRA-labeled TCR probe fluorescence, biochemical; in the data active means inhibition above about 19%;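 further: recombinant mutant TCR 2C K166C tagged with TAMRA read by polarization; 0% = receptor in buffer alone and 100% = receptor with positive control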
HTRA1 inhibitor: HTRA1 (human) protease inhibition; inhibition, % at 5.96 µM; actives 0.5% (n = 340,000); Q92743; recombinant HTRA1, FP-rhodamine activity-based probe, fluorescence polarization; AID 504803; in the data active means inhibition above about 36%;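 further: 0% = enzyme with DMSO and 100% = wells lacking enzyme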
PG9 binder: binds the HIV-1 gp120 antibody PG9 | TR-FRET gp120-PG9 antibody binding | inhibition, % at 6.7 µM | actives 0.43% (n = 360,000); in the data active means inhibition above about 8.5%
rCAG RNA binder: molecules binding r(CAG) RNA repeats; r(CAG) RNA repeat, TO-PRO-1 dye displacement fluorescence; inhibition, % at 3 µM; actives 1.3% (n = 370,000);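 active means inhibition above the plate cutoff, the mean of all test compounds on that plate plus 3 SD, cut at about 35% in these data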;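 further: 0% = DMSO alone and 100% = 100 µM mitoxantrone as full dye displacement; higher means more dye released from RNA so lower well fluorescence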
PRMT1 FP inh: inhibitors of human PRMT1. inhibition, % at 2.79 µM. recombinant PRMT1, activity-based probe fluorescence polarization. actives 1.3% (n = 370,000);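 active means inhibition above about 21% made by adding two undisclosed values, limit read from the data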
ABHD4 inh: inhibitors of mouse ABHD4; AID 720543; actives 0.54% (n = 370,000); inhibition, % at 8.92 µM; purified mABHD4, FP-Rh probe fluorescence polarization;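 active means inhibition exceeding the mean over every tested compound plus 3 SD, cut at about 30% in these data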;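 further: 0% = plate median of compound wells and 100% = S159A mutant with DMSO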
Target sequence (Q8VD66 whole entry, looked up): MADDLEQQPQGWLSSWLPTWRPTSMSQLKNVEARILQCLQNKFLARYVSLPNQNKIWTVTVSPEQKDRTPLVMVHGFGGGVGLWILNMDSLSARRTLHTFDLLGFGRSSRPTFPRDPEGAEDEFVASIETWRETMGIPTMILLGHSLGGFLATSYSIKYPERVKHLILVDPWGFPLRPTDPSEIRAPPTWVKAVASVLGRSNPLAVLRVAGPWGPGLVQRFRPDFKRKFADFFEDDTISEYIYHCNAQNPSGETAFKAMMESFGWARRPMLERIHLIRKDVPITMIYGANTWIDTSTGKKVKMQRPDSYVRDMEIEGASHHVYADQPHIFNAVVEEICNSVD
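Assay system: wild-type mouse ABHD4 protein; compound: single nominal dose of 8.92 µM, 0.89% DMSO final; schedule: 45 min + 60 min at 25 °C; measured by: FP readout, ex 525 nm / em 598 nm; evaluation: % inhibition of FP-Rh probe binding versus controls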
* hit, by the source's call; . = not tested or not shown. The list is partial; rates above refer to the full screens.

Labels used below – A = TDP2 inh; B = NR1D1 modulator; C = SIAE primary; D = LEDGF integ inh; E = TCR-CD3 inh; F = HTRA1 inhibitor; G = PG9 binder; H = rCAG RNA binder; I = PRMT1 FP inh; J = ABHD4 inh
CC(C)Nc1nc(Cl)nc(Nc2ccccc2)n1
  A = -4	B = -2	C = -2	D = 1	E = -4	F = -9	G = -0.9	H = -3	I = 0	J = -6
CCC(C)NC(=O)Nc1ccccc1C (stereo unspecified)
  A = -5	B = 1	C = 4	D = -1	E = 3	F = -1	G = 0.7	H = 2	I = 0	J = 8
O=C(O)c1cccc(-c2csc(C(O)c3ccccc3)n2)c1 (stereo unspecified)
  A = 1	B = -2	C = -9	D = -3	E = 6	F = .	G = 1.3	H = 0	I = 0	J = -1
Cc1cc(N2CCN(c3ccccn3)CC2)n2nc(C)nc2n1
  A = 11	B = -3	C = 1	D = 0	E = 6	F = 8	G = -2.0	H = 0	I = 0	J = 11
COc1ccc(NC(=O)C(c2ccc(OC)cc2)n2c(=O)c(-c3ccco3)nc3ccccc32)cc1 (stereo unspecified)
  A = -1	B = 2	C = -16	D = -4	E = -1	F = .	G = -0.8	H = 17	I = 2	J = -18
C=C1CCN([C@@H](Cc2ccccc2)C(=O)NCCCc2ccccc2)S(=O)(=O)c2ccccc21
  A = -4	B = -4	C = -3	D = 1	E = -2	F = -29	G = 1.7	H = -2	I = -2	J = -16
Cc1ccc(N2C(=O)NC(NS(=O)(=O)c3ccc(C)cc3)(C(F)(F)F)C2=O)cc1 (stereo unspecified)
  A = 13	B = -1	C = 7	D = 3	E = 6	F = 3	G = 0.3	H = 8	I = 0	J = 5
CCc1ccc2[nH]c(=O)c(CN(Cc3ccccc3OC)C(=O)Nc3ccccc3OC)cc2c1
  A = -15	B = 1	C = -1	D = -4	E = 6	F = -8	G = 0.4	H = 6	I = 0	J = -5
Cn1c(=O)c2[nH]c(=S)n(Cc3ccccc3)c2n(C)c1=O
  A = -5	B = -1	C = 3	D = -12	E = -3	F = 6	G = -1.7	H = 0	I = 11	J = 0
CC(C)CNS(=O)(=O)c1ccc(S(=O)(=O)N2CCC3(CC2)OCCO3)cc1
  A = 2	B = 4	C = -2	D = 2	E = 0	F = -4	G = 0.0	H = -3	I = -1	J = 2
CCCCc1cc(=O)oc2cc(OCC(=O)N3CCOCC3)ccc12
  A = 1	B = -2	C = -10	D = 0	E = 8	F = 6	G = -0.6	H = -1	I = 4	J = -1
CCc1cc(C(=O)N2CCN(c3ccccc3OC)CC2)sc1C
  A = 4	B = -6	C = -5	D = 3	E = 12	F = -2	G = -1.3	H = 2	I = 3	J = 4
CCOc1ncccc1C(=O)OCC(=O)c1c[nH]c2ccccc12
  A = -3	B = -5	C = 13	D = -1	E = -9	F = -9	G = 0.7	H = 6	I = -3	J = 2
CC(C)CCN1CCN(Cc2nc3ccccc3s2)CC1CCO (stereo unspecified)
  A = 21	B = 4	C = 1	D = 3	E = -6	F = 3	G = -1.1	H = -8	I = -5	J = -2
O=C(CSc1nc2c(cnn2-c2ccccc2)c(=O)[nH]1)N1CCOCC1
  A = -11	B = -1	C = -5	D = -3	E = 4	F = 7	G = 0.9	H = 2	I = 1	J = 9
COC(=O)c1cc(OC)c(OC)cc1NC(=O)CN1C(=O)c2ccccc2C1=O
  A = 9	B = -6	C = 5	D = 6	E = 2	F = 4	G = -0.1	H = -3	I = -5	J = 1
COC(CNC(=S)Nc1ccc([N+](=O)[O-])cc1)OC
  A = 5	B = 4	C = 2	D = -4	E = -1	F = -1	G = -0.9	H = 0	I = -3	J = 5
O=C(CN1CCN(c2ccccc2F)CC1)c1ccc(O)c(O)c1
  A = 12	B = -2	C = 1	D = 64*	E = 4	F = 21	G = -1.8	H = 3	I = 17	J = 10
O=C(NCC1CCCO1)C1CCCN(S(=O)(=O)c2cccc(C(F)(F)F)c2)C1 (stereo unspecified)
  A = 19	B = 0	C = 4	D = -3	E = 2	F = 3	G = -0.4	H = -2	I = 0	J = 3
COc1ccc(-c2nc(SC(C)C(=O)NCC3CCCO3)n[nH]2)cc1 (stereo unspecified)
  A = 1	B = -2	C = -1	D = 5	E = -1	F = -4	G = -0.3	H = -2	I = -2	J = 0
Fc1cccc(Nc2c3c(nc4ccccc24)CCC3)c1
  A = 2	B = -5	C = -2	D = -6	E = -5	F = -2	G = 0.6	H = -4	I = 3	J = -2
CS(=O)(=O)N1CCN(c2ccccc2NC(=O)c2cccs2)CC1
  A = 2	B = -1	C = 11	D = -10	E = 6	F = -5	G = 1.2	H = 2	I = -4	J = 3
C/C(=N/NC(=O)CNC(=O)c1ccccc1)c1ccc(C)cc1
  A = 0	B = -3	C = -4	D = -3	E = 0	F = -4	G = -0.7	H = -3	I = 0	J = 2
COc1cccc(OCC(=O)NNC(=O)c2cnccn2)c1
  A = 11	B = 2	C = 0	D = 0	E = 6	F = 3	G = 0.9	H = 3	I = 0	J = 11
O=C(O)c1cc(O)c2c(c1)C(=O)c1cc(O)cc(O)c1C2=O
  A = 7	B = -6	C = -10	D = 20*	E = -3	F = 15	G = -12	H = 19	I = 12	J = 61*
COCOCCn1cc(CN2CCS(=O)(=O)N(Cc3ccc(-c4ccc(Cl)cc4)cc3)C(C(C)C)C2=O)nn1 (stereo unspecified)
  A = -6	B = -1	C = 3	D = 0	E = 1	F = -8	G = -2.0	H = 6	I = -4	J = -2
CCc1nc2nc(C)c(NS(=O)(=O)c3ccc(C4CCCCC4)cc3)c(=O)n2[nH]1
  A = 0	B = -2	C = -8	D = -1	E = -4	F = 0	G = 0.7	H = 49*	I = 1	J = -10
CSc1sc(-c2ccnc(SCCS(C)(=O)=O)n2)c(-c2ccccc2)c1C#N
  A = 3	B = 7	C = -2	D = -1	E = 6	F = -1	G = -1.3	H = -1	I = 1	J = 6
COC(=O)[C@@]1(Cc2ccccc2)[C@H]2C(=O)N(C)C(=O)[C@H]2[C@H]2CN=C(SCC3CC3)N21
  A = 5	B = -6	C = 1	D = -1	E = 5	F = 7	G = -2.9	H = 0	I = 0	J = -3
Cn1c(SCC(=O)Nc2ccc(Cl)cc2)nc(O)cc1=O
  A = -10	B = 5	C = -6	D = -3	E = 6	F = -10	G = -2.0	H = 10	I = 2	J = 5
O=C(COc1ccc(Cl)cc1)Nc1nc(-c2ccc(S(=O)(=O)N3CCOCC3)cc2)cs1
  A = 2	B = 11	C = -54	D = -1	E = 17	F = -42	G = -0.8	H = 9	I = 6	J = -35
O=C(COC(=O)CSc1ccc([N+](=O)[O-])cc1)NCC1CCCO1 (stereo unspecified)
  A = 8	B = 1	C = 8	D = 1	E = -8	F = 2	G = 2.4	H = -3	I = 12	J = -10
CC(=Nc1ccccc1)c1sc2ccccc2c1O
  A = 11	B = 13	C = 9	D = 0	E = 1	F = -3	G = -3.5	H = -1	I = 33*	J = -4
O=S1(=O)CC(N2CCC(Cc3ccccc3)CC2)CN1C1CCCC1 (stereo unspecified)
  A = 4	B = -4	C = 1	D = -2	E = -4	F = .	G = 0.3	H = -1	I = 8	J = 6
O=C(Nc1cccc2cccnc12)C1CCCC1
  A = 2	B = -2	C = 7	D = -1	E = 1	F = -1	G = -1.3	H = -5	I = 2	J = 5
Nc1c(-c2ccc(F)c(F)c2)nc2ncccn12
  A = 4	B = -6	C = 3	D = 0	E = 9	F = .	G = -3.1	H = 3	I = 3	J = 1
CC(=O)NS(=O)(=O)c1ccc(NC(=O)C2C3C=CC(C3)C2C(=O)O)cc1 (stereo unspecified)
  A = 8	B = -2	C = 4	D = -1	E = -4	F = 6	G = -1.9	H = -2	I = 0	J = 8
O=C(COC(=O)CNS(=O)(=O)c1c(F)cccc1F)NC(=O)NC1CCCCC1
  A = 4	B = 2	C = -2	D = -4	E = -4	F = -1	G = 1.4	H = -2	I = 1	J = 7
O=C(c1ccc(Cl)c([N+](=O)[O-])c1)N1CCN(C(=O)c2ccco2)CC1
  A = -3	B = 0	C = 7	D = -5	E = -6	F = -1	G = -0.5	H = -1	I = 3	J = 1
CC12CN3CC(C)(CN(C1)C3c1ccc(Br)cc1)C2=O (stereo unspecified)
  A = 1	B = -6	C = 5	D = -1	E = 6	F = -3	G = -1.0	H = -1	I = 1	J = 3
O=C(Nc1cccc(S(=O)(=O)NC2=NCCCCC2)c1)c1cc(-c2ccc(Cl)cc2)nc2ccccc12
  A = -7	B = 3	C = -76	D = -2	E = 5	F = -82	G = 1.2	H = 15	I = 4	J = -13
Cn1c(=O)c2c(ncn2CC(=O)N2CCN(c3cccc(Cl)c3)CC2)n(C)c1=O
  A = 1	B = 8	C = 8	D = 2	E = 10	F = 0	G = -3.2	H = -3	I = -3	J = -2
CCCNC(=O)C1(C)CCCN(Cc2ccc(-c3ccccc3)cc2)C1 (stereo unspecified)
  A = 2	B = 2	C = -4	D = -2	E = -5	F = .	G = -0.5	H = -3	I = 0	J = 2
O=C(N/N=C/c1ccc(Br)o1)c1cc([N+](=O)[O-])cc([N+](=O)[O-])c1
  A = 3	B = -4	C = 3	D = -3	E = 0	F = 12	G = 0.7	H = 4	I = -3	J = 0
c1ccc(Nc2nc(NCCN3CCOCC3)nc(Nc3ccccc3)n2)cc1
  A = -1	B = -4	C = 0	D = 3	E = -10	F = -25	G = 1.6	H = -2	I = 2	J = -5

Some of these compounds in order of number of heavy atoms, descending:
Labels used below – A = TDP2 inh; B = NR1D1 modulator; C = SIAE primary; D = LEDGF integ inh; E = TCR-CD3 inh; F = HTRA1 inhibitor; G = PG9 binder; H = rCAG RNA binder; I = PRMT1 FP inh; J = ABHD4 inh
O=C(COc1ccc(Cl)cc1)Nc1nc(-c2ccc(S(=O)(=O)N3CCOCC3)cc2)cs1
  A = 2	B = 11	C = -54	D = -1	E = 17	F = -42	G = -0.8	H = 9	I = 6	J = -35
Cn1c(=O)c2c(ncn2CC(=O)N2CCN(c3cccc(Cl)c3)CC2)n(C)c1=O
  A = 1	B = 8	C = 8	D = 2	E = 10	F = 0	G = -3.2	H = -3	I = -3	J = -2
CCCNC(=O)C1(C)CCCN(Cc2ccc(-c3ccccc3)cc2)C1 (stereo unspecified)
  A = 2	B = 2	C = -4	D = -2	E = -5	F = .	G = -0.5	H = -3	I = 0	J = 2
O=C(c1ccc(Cl)c([N+](=O)[O-])c1)N1CCN(C(=O)c2ccco2)CC1
  A = -3	B = 0	C = 7	D = -5	E = -6	F = -1	G = -0.5	H = -1	I = 3	J = 1
O=C(COC(=O)CSc1ccc([N+](=O)[O-])cc1)NCC1CCCO1 (stereo unspecified)
  A = 8	B = 1	C = 8	D = 1	E = -8	F = 2	G = 2.4	H = -3	I = 12	J = -10
Cn1c(SCC(=O)Nc2ccc(Cl)cc2)nc(O)cc1=O
  A = -10	B = 5	C = -6	D = -3	E = 6	F = -10	G = -2.0	H = 10	I = 2	J = 5
CC12CN3CC(C)(CN(C1)C3c1ccc(Br)cc1)C2=O (stereo unspecified)
  A = 1	B = -6	C = 5	D = -1	E = 6	F = -3	G = -1.0	H = -1	I = 1	J = 3
O=C(Nc1cccc2cccnc12)C1CCCC1
  A = 2	B = -2	C = 7	D = -1	E = 1	F = -1	G = -1.3	H = -5	I = 2	J = 5
